# Tb PFK inh = inhibitors of T. brucei phosphofructokinase; 330,000 compounds, 0.17% hits; AID 485367; O15648; Potency, µM (doses to about 57.5 µM), without a hit: top-dose activity, negative = inhibition, actives largely listed as inhibitors; T. brucei PFK, ADP-Glo luminescence;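 also: potency is read from the fitted curve at half-maximal effect; 0% = uninhibited 1x PFK enzyme wells and -100% = no-enzyme wells; nearly all actives have a fitted effect of over 60% in size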
# Target sequence (O15648 whole entry, looked up): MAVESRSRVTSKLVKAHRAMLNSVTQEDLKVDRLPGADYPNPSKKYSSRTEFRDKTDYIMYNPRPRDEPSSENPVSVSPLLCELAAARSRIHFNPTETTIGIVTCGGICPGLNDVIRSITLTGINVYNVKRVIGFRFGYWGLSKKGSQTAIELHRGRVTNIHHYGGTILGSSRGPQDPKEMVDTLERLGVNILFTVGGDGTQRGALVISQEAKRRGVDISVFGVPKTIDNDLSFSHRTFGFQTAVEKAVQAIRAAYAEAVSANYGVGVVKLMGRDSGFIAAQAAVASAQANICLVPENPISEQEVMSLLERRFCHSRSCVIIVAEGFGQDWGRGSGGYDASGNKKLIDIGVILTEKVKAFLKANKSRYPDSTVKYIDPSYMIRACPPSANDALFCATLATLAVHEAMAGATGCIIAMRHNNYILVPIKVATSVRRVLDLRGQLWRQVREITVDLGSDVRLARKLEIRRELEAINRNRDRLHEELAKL
#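 PFK 1.25 nM, F6P 0.5 mM, ATP 0.1 mM, 0.1 M TEA pH 8.0, 5 mM MgCl2, 0.01% Tween20, 0.1% BSA; 45 min RT. ADP-Glo readout. qHTS titration up to 57 uM; curves fitted, compounds curve-classed.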
# VP16 counter = Gal4-VP16 reporter inhibition counter-screen. 310,000 compounds, 3.5% hits. Drosophila S2 Gal4-VP16 UAS-luciferase, luminescence, 20 h. Potency, µM (series often up to 53.6 µM), without a hit: at the top dose activity, negative = inhibition, actives largely listed as inhibitors. AID 2546;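 also: Gal4-VP16 expression switched on by copper sulfate through the metallothionein promoter; potency is read from the fitted curve at half-maximal effect; % is scaled to controls: 0 for no effect and ±100 for the full control effect; nearly all actives have a fitted effect of over 50% in size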
# RORg inh = ROR gamma (mouse) transcription inhibition; Drosophila S2 Gal4-RORgamma UAS-luciferase reporter, 20 h; AID 2551; Potency, µM (titrated, usually from 53.6 µM), for the others: top-dose activity change, negative = inhibition, usual class: inhibitors; P51450; 310,000 compounds, 5.4% hits; also: potency is read from the fitted curve at half-maximal effect; % is scaled to controls: 0 for no effect and ±100 for the full control effect; nearly all actives have a fitted effect of over 60% in size
#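 In this cell-based reporter format, copper sulfate (700 uM final) drives Gal4–ROR gamma fusion expression from a metallothionein promoter in Drosophila Schneider cells; compounds preincubated 1 hr, reporter read after 20 hr at ambient temperature.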
# NPC1 promoter act = activators of NPC1 promoter; 320,000 compounds, 2.4% hits; Potency, µM (series often up to 9.22 µM), for the others: top-dose activation, usual class: activators; AID 485313; Huh7 NPC1 promoter luciferase reporter, 24 h;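 also: potency is read from the fitted curve at half-maximal effect; % of control where 0% means no effect; nearly all actives have a fitted effect of over 60% in size; reporter is driven by a mutant NPC1 promoter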
#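 NPC1 promoter–luciferase Huh7 cells; 24 h compound; luminescence.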
# FLuc modulator = counter-screen for miR-21 project: firefly luciferase inhibitors or activators; P08659; purified FLuc, Km substrates, luminescence inhibition; Potency, µM (series often up to 57.5 µM), inactives show at the highest dose activity change, negative = inhibition, usual class: inhibitors; 360,000 compounds, 6.9% hits; AID 588342;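 also: potency is read from the fitted curve at half-maximal effect; plate controls were vehicle for no effect and reference inhibitor for full effect; nearly all actives have a fitted effect of over 55% in size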
# Target sequence (P08659 whole entry, looked up): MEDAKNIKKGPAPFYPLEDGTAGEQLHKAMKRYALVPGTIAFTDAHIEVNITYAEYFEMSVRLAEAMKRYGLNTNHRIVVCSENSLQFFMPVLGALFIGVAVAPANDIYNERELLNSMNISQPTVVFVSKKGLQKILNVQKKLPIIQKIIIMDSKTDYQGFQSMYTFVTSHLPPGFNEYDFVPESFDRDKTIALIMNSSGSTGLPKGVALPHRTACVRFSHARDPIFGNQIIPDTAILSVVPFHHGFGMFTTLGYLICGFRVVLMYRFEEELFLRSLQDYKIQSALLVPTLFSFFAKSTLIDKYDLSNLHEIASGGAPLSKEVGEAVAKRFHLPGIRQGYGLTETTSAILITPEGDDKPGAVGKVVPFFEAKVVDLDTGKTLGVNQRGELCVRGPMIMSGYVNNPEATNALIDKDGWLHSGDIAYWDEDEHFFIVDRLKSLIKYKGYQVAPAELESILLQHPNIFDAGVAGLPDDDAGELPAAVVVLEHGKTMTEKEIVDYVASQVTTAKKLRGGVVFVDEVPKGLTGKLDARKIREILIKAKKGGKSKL
#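 Biochemical qHTS of compounds, final roughly 60 µM downward over six points, against 10 nM purified firefly luciferase using Km concentrations of substrates (10 uM D-luciferin, 10 uM ATP) in Tris acetate pH 7.5 buffer; luminescence output.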
# ELG1 genotox = genotoxicity induction in ELG1-luciferase HEK293T cells. Potency, µM (titrated, usually from 46 µM), inactives show at the top dose activity change, positive = activation, actives largely listed as activators. AID 504466. 330,000 compounds, 1.3% hits. HEK293T ELG1-luciferase reporter, luminescence, 16 h; also: potency is read from the fitted curve at half-maximal effect; % of control where 0% means no effect; nearly all actives have a fitted effect of over 60% in size
#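 Luminescence read-out: rising ELG1-luciferase signal, reflecting elevated ELG1 protein under genetic stress, flags genotoxic compounds. Cells were treated for 16 hr at 37 °C before ONE-Glo detection.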
# ELG1 DNA repair = inhibitors of ELG1-dependent DNA repair in HEK293T cells. Potency, µM (doses to about 46.1 µM), for inactives: at the top dose activity change, negative = inhibition, usual class: inhibitors. HEK293T ELG1-luciferase reporter, luminescence, 16 h; DNA damage induced by 5-fluorouridine. 330,000 compounds, 2.3% hits; also: potency is read from the fitted curve at half-maximal effect; % is scaled to controls: 0 for no effect and ±100 for the full control effect; nearly all actives have a fitted effect of over 55% in size
#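 DMSO vehicle served as the neutral condition. Each well held 2,000 cells given 5-fluorouridine plus compound; after 16 hr at 37 °C/5% CO2, ONE-Glo was added and luciferase measured 30 min later.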
# Rab9 prom act = activators of Rab9 promoter. AID 485297. Huh7 Rab9 promoter-luciferase reporter, luminescence, 24 h. Potency, µM (series often up to 9.22 µM), inactives show at the top dose activation, negative = inhibition, actives largely listed as activators. 320,000 compounds, 2.8% hits; also: potency is read from the fitted curve at half-maximal effect; % of control where 0% means no effect; nearly all actives have a fitted effect of over 60% in size
#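 Quantitative HTS format; Huh7 Rab9-luciferase reporter cells (1500/well) receive compound 2 h post-plating, incubate 24 h at 37 °C, then get luciferase reagent for 10 min before luminescence reading.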
# TRPV1 ag = human TRPV1 agonism | Q8NER1 | TRPV1-expressing cells, Fluo-8 calcium influx, agonist mode | activation, % at 8.33 µM | 320,000 compounds, 0.19% hits; in the data active = activation above about 80%; inconclusive = between about 30% and that limit; also: 0% is about no effect
#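 TRPV1-expressing cells were cultured overnight at 35.5C and loaded with Fluo-8 calcium dye for 40 to 90 min at room temperature. After a 10 s baseline, compound was added and calcium influx was read kinetically for 3 min (ex 480/em 520 nm).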
# BRCA1 expr up = activators of BRCA1 expression. MCF7-BRCA1-FFLuc reporter, luminescence, 48 h; response scale: scaled: vehicle 0%, 10 µM genistein 100%. Potency, µM (doses to about 46.1 µM), without a hit: top-dose activation, most hits filed as activators. 380,000 compounds, 1.1% hits; also: potency is read from the fitted curve at half-maximal effect; nearly all actives have a fitted effect of over 80% in size; some results filed as inactive show a strong effect at the top dose
#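 Activators of BRCA1 expression were detected as increased firefly luciferase luminescence in engineered MCF7 cells after 48 h compound incubation. Signals were scaled to genistein 10 microM as full activation.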
# p53 reactivator = restores transcriptional activity of mutant p53; H1299 p53-A138V BP100-luciferase reporter, luminescence, 24 h; Potency, µM (series often up to 92.2 µM), for inactives: at the highest dose activity change, positive = activation, hits mostly activators; 320,000 compounds, 0.063% hits; AID 504706; also: potency is read from the fitted curve at half-maximal effect; % of control where 0% means no effect; nearly all actives have a fitted effect of over 45% in size
#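 p53-null H1299 cells stably carrying temperature-sensitive p53-A138V and a BP100-luciferase reporter were pinned with compounds (4-point, 1:5 series) and held 24 hrs at 37 deg C. Luminescence was read 10 min after detection reagent.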
# The depositor's hits bear a star; ? = inconclusive; . = not tested or not shown; [ ] = remark or other dose. Unless noted, calls follow the shape of the dose curve; as a rule, active = well fitted curve in the direction sought with a large enough effect; inconclusive = small, poorly fitted or top-dose-only effect, or another doubt; inactive = no such curve, though single readings can be large; an effect the other way counts as inactive or inconclusive.
# Order of values – Tb PFK inh	VP16 counter	RORg inh	NPC1 promoter act	FLuc modulator	ELG1 genotox	ELG1 DNA repair	Rab9 prom act	TRPV1 ag	BRCA1 expr up	p53 reactivator
O=C(COC(=O)c1cccc(Br)c1)NCC1CCCO1 (centres undefined)
  -1%	.	.	.	.	-1%	15%	.	.	-11%	6%
CCC(CC)C(=O)Nc1cc(C)cc(C)c1
  2%	4%	0%	1%	0%	0%	5%	0%	-2	12%	-4%
CC(=O)c1ccccc1NC(=O)COC(=O)/C=C/c1cccs1
  2%	.	.	6%	2%	2%	10%	4%	6	5%	-2%
Cc1c(NS(=O)(=O)c2cc(C(=O)NCc3ccco3)cc(Cl)c2Cl)c(=O)n(-c2ccccc2)n1C
  -1%	.	.	-2%	10%	-8%	?	1%	12	-17%	-1%
Cc1ccccc1-n1c(-c2ccco2)n[nH]c1=S
  -5%	?	11µM*	-2%	1%	1%	-9%	-3%	1	-33%	7%
COc1cccc(C(=O)Nc2cnc(NC(=O)c3ccco3)cc2C)c1
  -3%	1%	4%	3%	?	17%	27%	1%	16	68%	8%
O=C(NNS(=O)(=O)c1ccc([N+](=O)[O-])cc1)c1cnn(-c2ccccc2)c1-n1cccc1
  1%	13%	26%	0%	3%	-2%	0%	-2%	-3	-11%	-7%
CCOC(=O)Nc1ccc(N2CCOCC2)c(S(=O)(=O)Nc2ccc(Cl)cc2)c1
  -3%	.	.	.	.	0%	-6%	.	.	-49%	-7%
Cc1cc(C(=O)N2CCN(c3ncccn3)CC2)nn1C
  -4%	-7%	13%	0%	1%	-1%	-3%	-1%	0	1%	0%
COc1ccc(OCCCn2ccnc2)cc1
  -4%	6%	?	-3%	-2%	-2%	4%	-4%	-7	16%	?
O=S(=O)(Cc1c(F)cccc1Cl)c1ncn[nH]1
  17%	1%	-23%	0%	4%	0%	4%	11%	-4	-20%	-2%
Cc1ccc([N+](=O)[O-])cc1S(=O)(=O)Nc1cccc(-c2ccc(N3CCCC3)nn2)c1
  -4%	.	.	18%	19µM*	1%	?	15%	-1	19%	8%
CCOC(=O)N1CCN(C(=O)C2CCN(C(=O)c3ccc(C(C)(C)C)cc3)CC2)CC1
  0%	18%	43%	1%	3%	0%	-3%	-10%	-1	27%	11%
COc1ccc(NC(=S)N2CCN(c3ccccc3)CC2)c(OC)c1
  0%	-2%	-23%	2%	-1%	-2%	-6%	9%	3	7%	-3%
CCS(=O)(=O)c1ccc(OC)c(N=Nc2ccc(O)c3ncccc23)c1
  0%	?	1µM*	-42%[inhibitor]	-17%	5%	?	-48%[inhibitor]	-6	-55%	-4%
Cc1cccc(CS(=O)(=O)Cc2ccc(C(=O)NCCCN3CCOCC3)o2)c1
  0%	-4%	9%	-1%	0%	0%	-13%	-3%	2	3%	-2%
O=C(NCC(c1cccs1)N1CCOCC1)c1cc2ccccc2o1 (centres undefined)
  -5%	2%	?	-2%	-6%	-4%	-10%	3%	13	6%	0%
COc1ccc(Cc2nn[nH]n2)cc1
  -2%	2%	-9%	-1%	6%[2.3 µM]	1%	2%	-1%	0	10%	-4%
O=C(CCCN1C(=O)/C(=C/c2ccccc2Cl)SC1=S)Nc1cccnc1
  0%	-101%	0.22µM*	-22%	13µM*	-10%	?	-32%[inhibitor]	?	-64%	1%
NC(=O)c1ccc(NC(=O)CN2CCN(S(=O)(=O)c3ccc4c(c3)OCCO4)CC2)cc1
  -6%	.	.	-1%	.	4%	18%	-5%	0	8%	-8%
NC(C(=O)O)C(c1ccccc1)C(F)F (centres undefined)
  1%	19%	3%	0%	-1%	8%	?	9%	-1	1%	2%
NC1(N)OC(CN2C(=O)c3ccccc3C2=O)CS1 (centres undefined)
  -2%	-3%	18%	1%	5%	5%	11%	16%	-2	-19%	8%
O=C(C1CCCN(S(=O)(=O)c2cccc3nsnc23)C1)N1CCN(c2ccccn2)CC1 (centres undefined)
  0%	-21%	?	-2%	2%	-9%	?	-1%	5	6%	-13%
CC(=O)C[C@H](O)CC(=O)[C@@H]1OC(=O)CCCCCCc2ccccc21
  0%	.	.	2%	-1%	-1%	7%	0%	0	0%	8%
C=CCNC(=O)c1ccc2c3n(nc2c1)-c1ccc(C)cc1CO3
  1%	?	7.1µM*	0.5µM*	2.4µM*	?	?	0.89µM*	-6	-1%	?
Cc1ccc2[nH]c(C)c(CCNC(=O)c3c(N)no[n+]3[O-])c2c1
  -7%	-1%	22%	-3%	-11%	-3%	-3%	0%	25	-28%	-1%
COc1ccc(NC(=O)CCS(=O)(=O)c2ccc(Br)s2)cc1
  -18%	23%	24%	-2%	3%	1%	23%	-7%	-6	4%	3%
Cc1cc(NC(=O)c2ccccc2F)on1
  -4%	-8%	-21%	19%	?	?	?	18%	0	?	?
CCCc1cc2c(=O)c(-c3nc4ccccc4s3)c(COCC(=O)O)oc2cc1O
  3%	8%	11%	2%	9.5µM*	6%	?	?	0	35%	?
O=C1NC[C@@H](c2ccccc2)OC(=O)[C@@H](Cc2ccc(F)cc2)C/C=C\C[C@@H]1CC(=O)N(CCO)Cc1ccccc1
  -1%	.	.	.	.	-7%	21µM*	.	.	-15%	-2%

# Reprinted from the part before: six entries, followed by the next part.
# Order of values – Tb PFK inh	VP16 counter	RORg inh	NPC1 promoter act	FLuc modulator	ELG1 genotox	ELG1 DNA repair	Rab9 prom act	TRPV1 ag	BRCA1 expr up	p53 reactivator
C=CCNC(=O)c1ccc2c3n(nc2c1)-c1ccc(C)cc1CO3
  1%	?	7.1µM*	0.5µM*	2.4µM*	?	?	0.89µM*	-6	-1%	?
Cc1ccc2[nH]c(C)c(CCNC(=O)c3c(N)no[n+]3[O-])c2c1
  -7%	-1%	22%	-3%	-11%	-3%	-3%	0%	25	-28%	-1%
COc1ccc(NC(=O)CCS(=O)(=O)c2ccc(Br)s2)cc1
  -18%	23%	24%	-2%	3%	1%	23%	-7%	-6	4%	3%
Cc1cc(NC(=O)c2ccccc2F)on1
  -4%	-8%	-21%	19%	?	?	?	18%	0	?	?
CCCc1cc2c(=O)c(-c3nc4ccccc4s3)c(COCC(=O)O)oc2cc1O
  3%	8%	11%	2%	9.5µM*	6%	?	?	0	35%	?
O=C1NC[C@@H](c2ccccc2)OC(=O)[C@@H](Cc2ccc(F)cc2)C/C=C\C[C@@H]1CC(=O)N(CCO)Cc1ccccc1
  -1%	.	.	.	.	-7%	21µM*	.	.	-15%	-2%
CC(=O)Nc1ccc(NC(=O)CSc2nnc(NC(=O)c3ccc(Br)o3)s2)cc1
  0%	11µM*	3.2µM*	-3%	2.1µM*	6%	4%	-3%	-2	-4%	11%
Nc1ccc(O)cc1C(=O)OCC(=O)C12CC3CC(CC(C3)C1)C2
  1%	9%	-16%	0%	15µM*	-1%	-8%	-6%	1	-1%	26%
COC(=O)[C@@]12CCCCN1[C@H](c1ccc(SC3CCCCC3)cc1)[C@@H]1C(=O)N(C)C(=O)[C@@H]12
  1%	.	.	-4%	4%	-3%	2%	-6%	2	5%	-5%
O=C1NC(c2cn(-c3ccccc3)nc2-c2cccs2)C(C(=O)c2cccnc2)C(O)(C(F)(F)F)N1 (centres undefined)
  2%	-13%	21%	-1%	1%	4%	14%	-3%	1	-7%	5%
O=C(CSc1nc2ccccc2o1)Nc1ccc(Cl)cc1
  1%	2%	28%	-1%	3%	?	?	-2%	?	27%	21%
Cc1cc(F)cc(C)c1Cn1cnc2c(cnn2C(C)(C)C)c1=O
  0%	.	.	.	.	-2%	?	.	.	8%	3%
CCOc1ccccc1NC(=O)C1C2CCC(O2)C1C(=O)O (centres undefined)
  2%	-3%	-23%	-8%	2%	?	?	0%	2	14%	24%
O=C(C[n+]1ccc(C(=O)NCc2ccccc2)cc1)c1ccc2c(c1)OCCO2
  -4%	3%	26%	-1%	-1%	0%	-5%	-1%	6	2%	-4%

# Screening results: PubChem BioAssay, National Center for Advancing Translational Sciences (NCATS)
